Bioassay records as filed in PubChem.
phage Ecoli inh: E. coli growth loss with phage present. inhibition, % at 11.9 µM. AID 651602. actives 0.26% (n = 360,000). growth absorbance; in the data active means inhibition above about 11%
PfHsp90 set2: reduces growth (ATP signal) of yeast expressing P. falciparum Hsp90 | S. cerevisiae expressing PfHsp90, BacTiter-Glo ATP, 48 h; yeast lacking PDR1 and PDR3 efflux regulators | actives 0.32% (n = 310,000) | inhibition, % at 9.4 µM;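 active means every replicate shows inhibition above about 80%, whatever the replicate mean, limit read from the data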;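 further: 0% = DMSO neutral controls and 100% = 20 µM radicicol positive controls; yeast relying on Plasmodium falciparum Hsp90 in place of its own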
HTR5A ag ctr: counter-screen for OPRM1-OPRD1 agonists: human HTR5A agonism; HTR5A agonist assay, luminescence, cell-based; activation, % at 9.3 µM; actives 0.61% (n = 340,000); AID 504692; in the data active means activation mostly above about 9.5%, no sharp cut-off; inactive means mostly below about 7.6%;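 further: 0% = cells with vehicle only and 100% = reference agonist; strong numbers were not always called active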
MOR-DOR inv ag: inverse agonists of human mu-delta opioid receptor heterodimerization | cell-based MOR-DOR heterodimer luminescence, inverse agonism | inhibition, % at 9.3 µM | P35372+P41143 | AID 504357 | actives 0.21% (n = 340,000); in the data active means inhibition above about 22%, passing the limit was not always enough;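 further: 0% = cells with DMSO and 100% = wells without cells with DMSO; values of inactives mirror those of a sister screen read the other way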
Target sequence (P35372 whole entry, looked up): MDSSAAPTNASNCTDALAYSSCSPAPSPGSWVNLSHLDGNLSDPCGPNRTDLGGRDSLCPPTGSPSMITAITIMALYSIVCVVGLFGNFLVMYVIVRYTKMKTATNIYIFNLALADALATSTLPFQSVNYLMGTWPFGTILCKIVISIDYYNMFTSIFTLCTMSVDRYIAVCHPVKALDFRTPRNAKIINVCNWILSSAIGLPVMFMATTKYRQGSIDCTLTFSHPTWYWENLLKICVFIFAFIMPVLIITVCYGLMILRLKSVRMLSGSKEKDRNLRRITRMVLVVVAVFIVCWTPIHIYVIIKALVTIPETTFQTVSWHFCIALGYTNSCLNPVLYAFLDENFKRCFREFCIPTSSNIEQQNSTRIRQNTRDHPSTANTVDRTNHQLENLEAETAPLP
Target sequence (P41143 whole entry, looked up): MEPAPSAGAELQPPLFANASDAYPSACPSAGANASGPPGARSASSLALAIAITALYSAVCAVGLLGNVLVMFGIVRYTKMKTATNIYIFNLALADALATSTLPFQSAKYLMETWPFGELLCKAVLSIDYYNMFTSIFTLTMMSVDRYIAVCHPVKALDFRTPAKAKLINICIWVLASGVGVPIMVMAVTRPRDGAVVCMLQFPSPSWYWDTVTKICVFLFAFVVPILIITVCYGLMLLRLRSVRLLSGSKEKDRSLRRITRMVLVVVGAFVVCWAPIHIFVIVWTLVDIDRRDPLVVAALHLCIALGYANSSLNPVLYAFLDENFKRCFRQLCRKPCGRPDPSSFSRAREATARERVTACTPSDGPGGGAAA
DSG3 Ab inh: human desmoglein-3 autoantibody binding inhibition. P32926. DSG3-coupled beads, scFv-anti-DSG3-GFP binding, flow cytometry; active compounds read low. binding (percent of control), % at 10 µM. actives 0.48% (n = 310,000). AID 588358;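 active means binding more than 3 SD below its plate's average and above zero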;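 further: hits lower antibody fragment binding to DSG3; some compounds called inactive have numbers as strong as hits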
AddAB inh: less growth of phage-infected E. coli with AddAB. E. coli expressing H. pylori AddAB, absorbance growth. inhibition, % at 11.9 µM. actives 0.29% (n = 330,000). AID 435030; in the data active means inhibition above about 12%;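 further: 0% = vehicle wells of infected cells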
PKA-R1A activ: activators of PKA-R1A complex; P00514+P68181; activation, % at 11.4 µM; AID 504707; PKA-R1A dissociation, Cy5-IP20 fluorescence polarization; scaled: DMSO 0%, 113 µM cGMP 100%; actives 0.083% (n = 340,000);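 active means percent activation above the mean of all tested compounds plus 3 SD, cut at about 19% in these data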;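 further: higher means more PKAc released from R1A so a rise in polarization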
HTR5A inv ctr: inverse agonist of human HTR5A in OPRM1-OPRD1 counter-screen; HTR5A cell line, luminescence, inverse agonism; P47898; actives 0.083% (n = 340,000); inhibition, % at 9.3 µM; in the data active means inhibition mostly above about 23%, no sharp cut-off; inactive means mostly below about 18%;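 further: 0% = cells with DMSO and 100% = no-cell wells with DMSO; some compounds called inactive have numbers as strong as hits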
OPRM1-OPRD1 ag: OPRM1-OPRD1 heterodimerization agonism | P35372+P41143 | cells, luminescence | activation, % at 9.3 µM | actives 0.3% (n = 340,000) | AID 504326; in the data active means activation above about 18%;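 further: 0% = vehicle-treated cells and 100% = reference agonist; values of inactives mirror those of a sister screen read the other way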
E coli growth: counter-screen for AddAB inhibitors: E. coli growth inhibition | E. coli V3065 growth, OD600 absorbance, 18 h | AID 449728 | actives 0.27% (n = 330,000) | inhibition, % at 11.9 µM;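 active means inhibition above the campaign's mean inhibition across all tested compounds plus 3 SD, cut at about 9.9% in these data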;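 further: uninfected addAB+ strain grown without phage in ampicillin broth; 0% = DMSO wells and 100% = ciprofloxacin 0.95 µg/ml wells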
Mot1-301 SUMO: inhibitors of SUMOylation pathway: yeast Mot1-301 growth rescue. S. cerevisiae Mot1-301 growth rescue, ATP luminescence, 38.5C; percent above DMSO median, 100 means doubled. growth rescue, % at 18.8 µM. actives 1% (n = 320,000);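 active means every valid replicate shows activation above 250% relative to neutral control wells; inactive means the rest, any valid replicate at or below 250%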;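 further: OY570 slx delta 5 strain wells were the positive control but not used for scaling; some compounds called inactive have numbers as strong as hits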
The depositor's hits bear a star; · = not tested or not shown. Compounds were not picked by outcome; any-hit rate near 3.2%.

Below each compound – phage Ecoli inh	PfHsp90 set2	HTR5A ag ctr	MOR-DOR inv ag	DSG3 Ab inh	AddAB inh	PKA-R1A activ	HTR5A inv ctr	OPRM1-OPRD1 ag	E coli growth	Mot1-301 SUMO
> COc1cccc(CN2CCNC(=O)C2CC(=O)N(C)CCC2CCOCC2)c1 (configuration not stated)
    -0.6	11	0	15	100	2.2	-19	9	-3.1	-2.8	15
> O=C(COC(=O)c1ncc(Cl)c(Cl)c1Cl)NCCc1ccccc1
    0.1	-16	2	-18	108	1.0	-3	-5	2.8	2.8	-26
> Cc1ccc(S(=O)(=O)Nc2ccc(S(=O)(=O)Nc3nccs3)cc2)c([N+](=O)[O-])c1
    9.9	-24	2	16	108	16*	-11	4	-4.7	9.0	-4
> O=C(NCC1CCCO1)C(=O)N/N=C/c1cc(Cl)ccc1O (configuration not stated)
    0.8	5	-2	6	106	0.9	6	6	-1.1	0.4	-6
> CCCNC(=O)COc1ccc(S(=O)(=O)Nc2ccc(C)cc2)cc1
    1.6	-19	0	14	104	1.0	3	10	-2.5	-2.1	·
> CCC(C)(C)C1CCC2(CC1)NC(=O)N(CC(=O)N(C)Cc1ccc(OC(F)F)cc1)C2=O (configuration not stated)
    1.3	-32	0	-29	105	-1.7	-9	1	5.7	0.2	24
> Cc1ccc(NC(=O)CCSc2nnc(-c3ccco3)o2)cc1
    1.8	28	3	-3	101	0.3	-3	-9	0.5	-0.6	-12
> CCOc1ccc(NC(=O)CSc2nc(=O)n(Cc3cccnc3)c3c2CCC3)cc1
    3.8	·	1	14	119	-1.0	-4	2	-2.1	-2.3	-4
> N/C(=N\OC(=O)c1ccco1)c1ccccn1
    4.1	7	3	-2	103	4.4	-3	10	0.3	3.6	-16
> COc1ccc(C)cc1S(=O)(=O)NCCN1CCOCC1
    -0.2	7	-3	10	97	0.1	2	11	-2.1	-0.5	-8

Whole records, looked up by structure. Order of values: phage Ecoli inh	PfHsp90 set2	HTR5A ag ctr	MOR-DOR inv ag	DSG3 Ab inh	AddAB inh	PKA-R1A activ	HTR5A inv ctr	OPRM1-OPRD1 ag	E coli growth	Mot1-301 SUMO
Results for COc1cccc(CN2CCNC(=O)C2CC(=O)N(C)CCC2CCOCC2)c1 (configuration not stated) : -0.6	11	0	15	100	2.2	-19	9	-3.1	-2.8	15
Results for O=C(NCC1CCCO1)C(=O)N/N=C/c1cc(Cl)ccc1O (configuration not stated) : 0.8	5	-2	6	106	0.9	6	6	-1.1	0.4	-6
Results for Cc1ccc(NC(=O)CCSc2nnc(-c3ccco3)o2)cc1 : 1.8	28	3	-3	101	0.3	-3	-9	0.5	-0.6	-12
Results for CCOc1ccc(NC(=O)CSc2nc(=O)n(Cc3cccnc3)c3c2CCC3)cc1 : 3.8	·	1	14	119	-1.0	-4	2	-2.1	-2.3	-4

(listing goes on)
Below each compound – phage Ecoli inh	PfHsp90 set2	HTR5A ag ctr	MOR-DOR inv ag	DSG3 Ab inh	AddAB inh	PKA-R1A activ	HTR5A inv ctr	OPRM1-OPRD1 ag	E coli growth	Mot1-301 SUMO
> CC(=O)c1cnc2nc(SCc3ccccc3C)nn2c1C
    2.1	-9	1	11	95	·	-8	-4	-2.5	·	-11
> COc1cccc(-c2nn(-c3ccccc3)cc2CN(C)Cc2c(C)nc3ccccn23)c1
    2.2	22	1	-30	110	2.6	-12	6	4.3	0.6	-3
> CCn1cc(Cl)c(C(=O)NNC(=O)CCn2cc([N+](=O)[O-])cn2)n1
    2.8	-5	-1	-4	111	-0.1	10	-9	0.7	-0.7	-15
> O=C(NCc1c(Cl)cccc1Oc1ccccc1)c1ccccc1
    0.1	8	0	5	·	2.2	-9	2	-1.0	0.0	-17
> Cc1ccc(C)c(NC(=O)CN(C)S(=O)(=O)c2ccccc2)c1
    5.1	4	11	15	95	1.5	-15	13	-2.9	-0.6	40
> Cc1cccc(Oc2ccc(NC(=O)C3CC=CCC3C(=O)O)cc2)c1 (configuration not stated)
    4.1	18	0	13	104	1.2	0	-4	-2.6	-1.3	13
> O=[N+]([O-])c1ccccc1S(=O)(=O)Nc1cccc(-c2ccc3nncn3n2)c1
    3.6	7	1	11	103	4.8	4	13	-2.3	2.5	-11
> COc1cc(NC(=O)C2=C(N3CCOCC3)/C(=C/c3ccc(Cl)cc3)CC2)cc(OC)c1OC
    3.5	-22	-2	8	·	1.0	13	21	-1.5	-2.7	20
> Cc1cc(C)nc(/N=C(\NC(=O)C(C)(C)C)Nc2ccc(F)cc2)n1
    0.8	-4	2	0	·	1.0	6	-25	0.0	-0.2	-14
> O=C(CNCc1ccc(Cl)cc1)Nc1ccc2c(c1)OCCO2
    3.1	5	-6	8	100	2.6	-10	-1	-1.6	0.5	76

(next part)
Below each compound – phage Ecoli inh	PfHsp90 set2	HTR5A ag ctr	MOR-DOR inv ag	DSG3 Ab inh	AddAB inh	PKA-R1A activ	HTR5A inv ctr	OPRM1-OPRD1 ag	E coli growth	Mot1-301 SUMO
> CCOC(=O)N1CCC(NC(=O)c2cc(C(=O)NC3CCCC3)ccc2CO)CC1
    1.1	-13	3	10	96	-3.4	0	-9	-1.7	-0.9	25
> CC(=O)c1sc(NC(=O)COc2ccccc2)nc1C
    2.3	-10	3	12	99	4.3	-5	3	-2.3	2.4	0
> c1csc(CN2CCOCC2)c1
    0.9	5	3	15	103	-0.4	-6	9	-2.6	-0.7	-9
> CC(=O)c1c(C)[nH]c(C(=O)CN2CCN(S(=O)(=O)c3ccccc3)CC2)c1C
    1.5	-3	-2	3	79	2.8	-1	4	-0.7	-1.8	-4
> CCOc1ccc(N(CC(=O)NCc2ccccc2OC)S(C)(=O)=O)cc1
    -1.6	29	-3	11	·	1.1	0	-14	-2.3	0.8	-13
> CC(Oc1ccc(-c2nccc(-c3ccccn3)n2)cc1)C(=O)NN (configuration not stated)
    0.9	-14	1	4	97	0.0	2	-6	-0.8	-1.6	3
> CN(C1CCS(=O)(=O)C1)S(=O)(=O)c1ccc(C2CCCCC2)cc1 (configuration not stated)
    4.0	0	4	-24	95	0.2	5	-2	4.2	0.8	7
> COc1ccccc1C(=O)C1CCCN(C(=O)CCC(=O)c2ccccc2)C1 (configuration not stated)
    2.0	-12	2	3	104	0.8	3	-6	-0.7	1.7	8
> CN(C)/C=C/C(=O)c1ccc(F)cc1
    -1.3	-17	-3	0	100	3.1	4	6	0.1	2.5	159
> CCc1ccc(-c2nc(SCC(=O)NC3CCS(=O)(=O)C3)n[nH]2)cc1 (configuration not stated)
    1.5	5	3	10	89	0.5	-4	-8	-1.8	1.9	38

Continued:
Below each compound – phage Ecoli inh	PfHsp90 set2	HTR5A ag ctr	MOR-DOR inv ag	DSG3 Ab inh	AddAB inh	PKA-R1A activ	HTR5A inv ctr	OPRM1-OPRD1 ag	E coli growth	Mot1-301 SUMO
> Cc1nc(C)c(-c2csc(Nc3ncccc3C)n2)s1
    1.3	10	1	0	94	2.9	-9	7	0.1	-2.5	-18
> c1ccc(OCCOCCOc2ccccc2)cc1
    1.6	·	-2	14	93	·	3	8	-2.6	·	·
> N#CC1c2ccccc2C=CN1C(=O)c1ccccc1 (configuration not stated)
    4.1	7	2	-4	93	-0.5	-25	-2	0.9	-1.8	62
> CC(C)COc1ccc(C2NC(=O)NC2=O)cc1 (configuration not stated)
    3.4	-3	2	11	·	2.1	0	13	-2.0	-0.2	150
> Cn1cc(-c2nnnn2-c2cccc(C(F)(F)F)c2)c(C(F)(F)F)n1
    4.0	·	-2	1	101	-2.3	3	4	-0.3	-1.7	-1
> O=C(Nn1cnnc1)C(Sc1ccccc1)c1ccccc1 (configuration not stated)
    3.3	0	0	3	86	-0.3	-1	-14	-0.5	-2.7	17
> CCOc1ccc(S(=O)(=O)N2CCN(C(=O)CCC(=O)N3CCOCC3)CC2)cc1
    2.4	-6	-3	4	106	0.3	-10	7	-0.6	3.3	1
> C[C@H](CO)N1C[C@H](C)[C@@H](CN(C)C(=O)Nc2ccccc2)Oc2c(NC(=O)c3ccncc3)cccc2C1=O
    -0.6	15	2	13	102	1.5	0	-7	-2.7	-1.2	-6
> O=C(c1ccc2c(c1)OCO2)C1CCCN(C(=O)C2CCOCC2)C1 (configuration not stated)
    -0.3	-8	-1	15	104	1.1	-4	4	-3.1	1.9	·
> O=C(O)c1ccc(NC(=O)c2ccccc2NC(=O)c2cccc(Br)c2)cc1
    1.5	2	1	-1	95	4.8	-10	-19	0.2	0.0	-19

Copied from the entries so far for reference:
Below each compound – phage Ecoli inh	PfHsp90 set2	HTR5A ag ctr	MOR-DOR inv ag	DSG3 Ab inh	AddAB inh	PKA-R1A activ	HTR5A inv ctr	OPRM1-OPRD1 ag	E coli growth	Mot1-301 SUMO
> O=C(c1ccc2c(c1)OCO2)C1CCCN(C(=O)C2CCOCC2)C1 (configuration not stated)
    -0.3	-8	-1	15	104	1.1	-4	4	-3.1	1.9	·
> O=C(O)c1ccc(NC(=O)c2ccccc2NC(=O)c2cccc(Br)c2)cc1
    1.5	2	1	-1	95	4.8	-10	-19	0.2	0.0	-19

Later entries.
Below each compound – phage Ecoli inh	PfHsp90 set2	HTR5A ag ctr	MOR-DOR inv ag	DSG3 Ab inh	AddAB inh	PKA-R1A activ	HTR5A inv ctr	OPRM1-OPRD1 ag	E coli growth	Mot1-301 SUMO
> CC1CCN(C(C(=O)O)c2ccccc2)CC1 (configuration not stated)
    3.2	-3	·	·	97	4.7	·	·	·	-3.0	-7
> CC(=O)c1ccc(OCc2cc(C(=O)N3CCC[C@H]3CO)no2)cc1
    2.1	2	-1	3	105	1.9	-8	10	-0.6	1.9	21
> CC(=O)Nc1ccc(NC(=O)CSc2nnc(-c3cc4ccccc4o3)n2C)cc1
    -0.2	-9	-2	-11	·	3.0	7	4	1.4	-0.8	-7
> CSCCC(NC(=O)c1ccc(Cl)cc1)C(=O)OCC(=O)Nc1cc(Cl)ccc1C#N (configuration not stated)
    4.1	8	-2	-8	101	2.9	-16	8	1.5	0.9	0
> CCCc1n[nH]c2c1/C(=N/O)CC(c1ccccc1)C2 (configuration not stated)
    5.5	17	-4	-2	92	1.4	-7	13	0.5	0.1	-10
> CC(C)CC(=O)Nc1ccc(C(=O)COC(=O)CN2C(=O)NC3(CCCCC3C)C2=O)cc1 (configuration not stated)
    5.3	·	1	-3	109	·	-8	-14	0.4	·	·
